Screening results deposited in PubChem BioAssay by several laboratories.
SSB-PriA inh: blocks PriA binding to SSB C-terminal tail | AlphaScreen SSBct-PriA binding, biotinylated peptide | inhibition, % at 33 µM | 430,000 compounds, 0.6% hits; in the data active means inhibition mostly above about 37%, no sharp cut-off; inactive means mostly below about 20%;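 further: plate controls were negative control peptide for no effect and reference peptide for full effect; strong numbers were not always called active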
DUSP3 inh: blocks human VHR1 dual specificity phosphatase; recombinant VHR phosphatase, pNPP absorbance; inhibition, % at 13.3 µM; 290,000 compounds, 0.52% hits; AID 1654; in the data active means inhibition above about 50%; further: some compounds called inactive have numbers as strong as hits
Target sequence (P51452 whole entry, looked up): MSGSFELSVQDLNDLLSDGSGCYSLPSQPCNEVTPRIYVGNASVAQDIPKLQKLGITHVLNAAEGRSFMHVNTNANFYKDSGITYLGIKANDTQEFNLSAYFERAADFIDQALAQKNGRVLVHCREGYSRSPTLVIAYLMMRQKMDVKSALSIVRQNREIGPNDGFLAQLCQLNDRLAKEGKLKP
CCHFV vOTU inh: CCHFV vOTU protease inhibition; Pep-AMC fluorescence; inhibition, % at 11.5 µM; 370,000 compounds, 0.55% hits; in the data active means inhibition above about 30%; further: 0% = vehicle wells with enzyme and 100% = no enzyme wells
Yp Topo-I inh: inhibitors of Yersinia pestis topoisomerase I. 360,000 compounds, 0.064% hits. Y. pestis Topo-I cleavage product accumulation, plate reader. activity, % at 10 µM. AID 504884; in the data active means activity above about 50%, passing the limit was not always enough; inconclusive means no clear call, values can overlap the other calls; further: inactives centre near 2
BH1578 lux ind: quorum light induction in luxS cqsA deficient V. cholerae; AID 588436; 350,000 compounds, 0.16% hits; V. cholerae BH1578 lux reporter, luminescence, 6 h; activation, % at 18.7 µM; in the data active means activation mostly above about 9.7%, no sharp cut-off; inconclusive means no clear call, values can overlap the other calls; inactive means mostly below about 3.7%; further: not every result past the cut was called active; inactives centre near 0; reference of the scale not given here
TcdB inh: blocks C. difficile toxin B glycohydrolase activity. P18177. TcdB glycohydrolase enzymatic assay, plate reader. inhibition, % at 9.99 µM. 350,000 compounds, 0.24% hits. AID 652162; in the data active means inhibition above about 10%
3CLpro inhibitor: SARS-CoV 3CLpro protease inhibition. recombinant SARS-CoV 3CLpro, quenched FRET peptide cleavage. inhibition, % at 6 µM. 290,000 compounds, 0.14% hits. AID 1706; in the data active means inhibition above about 12%
BoNT-A LC inh2: BoNT A light chain protease inhibition; 360,000 compounds, 0.17% hits; multiplex microsphere protease substrate cleavage, flow cytometry; inhibition, % at 10 µM; AID 588499; further: plate controls were buffer without enzyme for full effect and enzyme alone for no effect
PfHsp40 yeast: rescue of PfHsp40-mediated yeast toxicity; S. cerevisiae expressing PfHsp40, growth rescue, ATP luminescence; growth rescue, % at 12.5 µM; 340,000 compounds, 0.68% hits; AID 504582; in the data active means growth rescue above about 28%, passing the limit was not always enough; inconclusive means no clear call, values can overlap the other calls;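 further: yeast W303a lacking pdr1 and pdr3 grown in galactose medium; growth measured after three days at 30 °C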
Anthrax LF prot: inhibitors of Bacillus anthracis lethal factor protease. P15917. multiplex microsphere protease cleavage assay, LF. inhibition, % at 10 µM. 360,000 compounds, 0.12% hits; further: plate controls were buffer without enzyme for full effect and enzyme alone for no effect
Target sequence (P15917 whole entry, looked up): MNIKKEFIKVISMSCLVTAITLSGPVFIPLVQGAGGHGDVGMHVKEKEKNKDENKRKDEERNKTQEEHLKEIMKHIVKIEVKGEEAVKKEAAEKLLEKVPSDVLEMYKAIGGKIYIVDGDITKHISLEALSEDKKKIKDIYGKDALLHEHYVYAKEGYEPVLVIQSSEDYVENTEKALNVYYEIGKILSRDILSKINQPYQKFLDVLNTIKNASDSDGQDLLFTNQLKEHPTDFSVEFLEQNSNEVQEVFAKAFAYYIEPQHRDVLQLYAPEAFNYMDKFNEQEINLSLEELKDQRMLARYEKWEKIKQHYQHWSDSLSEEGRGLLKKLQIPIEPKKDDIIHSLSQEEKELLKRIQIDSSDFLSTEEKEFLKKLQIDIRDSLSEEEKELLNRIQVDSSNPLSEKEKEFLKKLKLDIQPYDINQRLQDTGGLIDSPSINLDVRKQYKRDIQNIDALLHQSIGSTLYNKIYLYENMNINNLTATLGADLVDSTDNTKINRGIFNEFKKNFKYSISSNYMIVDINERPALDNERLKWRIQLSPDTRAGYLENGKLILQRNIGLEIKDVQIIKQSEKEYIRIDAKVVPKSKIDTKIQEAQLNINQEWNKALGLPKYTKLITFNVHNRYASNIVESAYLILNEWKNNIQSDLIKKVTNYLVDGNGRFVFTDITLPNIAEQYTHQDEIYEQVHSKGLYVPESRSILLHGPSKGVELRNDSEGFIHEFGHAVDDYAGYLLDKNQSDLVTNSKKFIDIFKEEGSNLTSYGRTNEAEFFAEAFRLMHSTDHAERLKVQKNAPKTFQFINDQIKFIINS
Numbers without * were called inactive; i = inactive; ? = inconclusive; . = not tested or not shown; & = joins results of further samples. Unless noted, no stated cut-off is given here; in the data, active means inhibition above about 30%; inconclusive means no clear call, values can overlap the other calls; inactive means below that. A portion of the library. The share of hits here may be higher or lower than overall.

#	canonical_smiles	SSB-PriA inh	DUSP3 inh	CCHFV vOTU inh	Yp Topo-I inh	BH1578 lux ind	TcdB inh	3CLpro inhibitor	BoNT-A LC inh2	PfHsp40 yeast	Anthrax LF prot
1	CCc1nn(CC(=O)N2CCC3(CC2)OCCO3)c(=O)c2cc3ccccc3n12	-1	7	8	-3	-0.4	2.1	-3	0.4	-0.7	0
2	Cc1c(C(=O)NCC2CCCO2)oc2ccc(S(=O)(=O)N3CC(C)CC(C)C3)cc12 (configuration not stated)	-16	5	4	13	-0.2	1.7	0	-0.1	-1.5	-11
3	Cc1ccc(S(=O)(=O)N(C)C)cc1-n1c(SCC(=O)N(C)C)nc2ccccc2c1=O	12	13	9	15	i	3.1	-4	-0.8	-1.2	-2
4	O=C(Nc1ccc2c(c1)OCO2)C1CCN(C(=O)c2ccc(Cl)cc2)CC1	0	16	13	8	-0.1	-1.7	0	0.6	-0.1	2
5	CCOC(=O)c1cc(CC)sc1NC(=O)COc1ccc2c(C)cc(=O)oc2c1	-8	11	-25	-5	-0.3	.	4	-0.6	-0.6	0
6	O=C(Cn1ncc2c1-c1ccccc1OC2)N1CCc2ccccc21	-12	16	8	9	-0.1	2.9	0	-0.5	1.1	-10
7	CCN(CC)S(=O)(=O)c1ccc(N=Nc2cc(C)cc(Br)c2O)cc1	14	.	-6	17	-0.9	-1.4	.	-2.4	-2.3	-1
8	CCOc1ccc(NC(=O)CN2C(=O)c3ccccc3C2=O)cc1	1&-4	-3	-8	4	i	1.6	0	-3.7	0.1	-3
9	CCOC(=O)c1oc2ccccc2c1COC(=O)CNC(=O)c1cc(OC)c(OC)c(OC)c1	-7	.	-3	25	-2.8	2.2	.	-1.0	-0.6	-7
10	CCN(CC)CCNC(=O)c1ccc(NC(=O)c2cccc(S(=O)(=O)N(C)C3CCCCC3)c2)cc1	-3	.	12	-24	-7.1	0.7	.	-0.2	2.4	-5
11	CN1C(=O)CN(CCN2CC(=O)N(C)C(=O)C2)CC1=O	.	.	-10	6	-4.5	-0.8	.	-0.3	.	0
12	O=C(ONC1=NCCCCC1)c1ccc([N+](=O)[O-])cc1	5	24	-1	1	-0.2	1.6	2	0.1	-1.3	2
13	NNC(=O)c1ccc(COCC(F)(F)F)cc1	6	12	0	-5	i	-0.8	-3	?	-0.6	-3
14	C=CCNC(=O)CN(CCc1ccccc1)S(=O)(=O)c1ccccc1	-11	11	-3	6	-1.2	-0.4	-2	-4.0	-0.5	4
15	O=C(c1ccco1)N(Cc1ccccc1)Cc1ccccn1	-11	-3	-11	1	-0.3	-1.3	-2	-0.5	0.5	-5
16	Cn1c(SCc2c(F)cccc2Cl)nc2ccccc2c1=O	-18	.	6	9	1.6	-0.3	.	0.7	-1.0	-4
17	Cc1c(-c2ccc(/C=N/NC(=O)C(=O)Nc3ccccc3F)o2)cccc1[N+](=O)[O-]	i	-4	-9	-3	-0.4	0.9	-1	5.7	.	?
18	Cc1nc2cc(C(=O)N3CCC4(CC3)OCCO4)ccc2n1-c1ccc(Br)cc1	-14	17	4	25	i	.	-1	-0.4	-0.8	-2
19	O=C(COc1ccc2ccccc2c1)N1CCN(c2ccccc2)CC1	1	.	2	2	-0.5	-1.6	.	0.0	-0.3	-3
20	COc1cc(OC)cc(C(=O)Nc2nc(CC(=O)NC(C)c3ccccc3)cs2)c1 (configuration not stated)	5	.	-1	-12	i	1.1	.	-2.1	-0.5	-1
21	O=c1[nH][nH]c2c1[C@H](c1ccc(Cl)cc1)O[C@H](CCc1ccccc1)C2	.	.	8	.	.	-2.7	.	-0.3	.	0
22	CCn1c(C)nc2cc(C(=O)N3N=C(CCOC)CC3(O)C(F)(F)F)ccc21 (configuration not stated)	2	5	-2	-3	-0.2	-3.8	-4	.	-1.0	.
23	Cc1ccccc1C(=O)N1CCC[C@H]1C(=O)N1CCC[C@H]1C(=O)NCc1ccccn1	.	.	8	.	.	0.1	.	-0.3	.	-6
24	CCOC(=O)CC(=O)CSC1=C(C#N)C(c2ccccc2OC)CC(=O)N1 (configuration not stated)	-6	-20	26	1	-0.6	.	2	-0.1	-1.0	-9
25	COc1ccc(OCCSc2n[nH]c(N)n2)cc1	8	23	11	-2	-0.5	.	1	0.4	0.6	2
26	NS(=O)(=O)c1cccnc1Nc1cccc(C(F)(F)F)c1	-6	-10	8	-1	i	.	6	-0.1	-0.8	-14
27	NC(=O)c1cccc(-c2ccnc3c2CC(C(=O)NCC2CC2)O3)c1 (configuration not stated)	.	.	-3	-5	-0.3	-0.1	.	0.4	.	-4
28	NC(=O)[C@H]1CC2(CC(c3cccc(NC(=O)COc4ccc(Cl)cc4)c3)=NO2)CN1C(=O)c1ccc(Cl)cc1 (some centres not stated)	-5	-12	20	11	i	-0.3	.	0.5	1.3	3
29	Cc1ccc(S(=O)(=O)N(C)C[C@H]2OCc3cn(nn3)CCCC(=O)N([C@@H](C)CO)C[C@@H]2C)cc1	.	.	-8	-1	-0.3	-0.7&-0.3&1.3	.	0.6	.	5
30	Cc1ccc(NC(=O)CN2CCN(Cc3ccccc3)CC2)cc1	7	10	11	15	0.5	0.8	-1	-7.0	2.9	-4
31	CC1CC(NC(=O)c2cnc3n(c2=O)CCS3)CC(C)(C)C1 (configuration not stated)	-12	26	2	8	0.0	0.9	.	-0.9	-0.4	-11
32	CC(NC(=O)Cc1ccc(F)cc1)c1ccc(F)cc1 (configuration not stated)	-5	-6	-10	2	0.8	1.2	-4	-0.2	0.4	1
33	CCOc1ccc(CCNC(=O)COC(=O)c2cccc(S(=O)(=O)N3CCCC3)c2)cc1OCC	-1	.	0	10	i	0.7	.	.	1.5	.
34	CCC(=O)N1CCC1(C)C(=O)Nc1cnc2ccccc2c1 (configuration not stated)	.	.	13	-9	-0.4	0.5	.	0.3	.	6
35	CCCS(=O)(=O)N1CCCC(C(=O)NCCN2CCCCC2C)C1 (configuration not stated)	2	10	-2	-8	i	.	-9	0.2	-2.2	2
36	Cc1cccc(N2CCN(S(=O)(=O)c3ccc4c(c3)CCCN4C(=O)C3CCC3)CC2C)c1 (configuration not stated)	0	2	13	15	-0.1	0.1	0	.	-0.7	.
37	COc1ccccc1N1C(=NC(=O)COc2ccccc2)SC2CS(=O)(=O)CC21 (configuration not stated)	4	4	9	-6	-0.7	2.1	-3	1.3	0.1	1
38	CC(O)(c1ccccc1)c1nc(-c2ccncc2)cs1 (configuration not stated)	.	.	0	4	-0.1	1.2	.	0.1	.	-1
39	CCOC(=O)N1CCN(C(=O)c2nn(-c3ccc(C)cc3)c(=O)c3c2c2ccccc2n3C)CC1	-9	7	0	-11	i	.	6	0.3	-0.4	-2
40	Cc1ccccc1CN1CCN(C(=O)c2cccc3ccccc23)CC1	-5	14	0	22	0.3	-0.1	0	-3.2	0.6	8
41	O=C(CCn1cccn1)Nc1ccc2c(c1)OCO2	-4	18	8	7	-0.2	-0.1	0	0.3	0.2	0
42	CCC(=O)Nc1nc(C)cc(SCC(=O)OC)n1	-8	-16	9	-6	0.8	.	-2	-0.7	-0.4	-2
43	COCCOC1CCN(C(=O)C2CCC(=O)N(Cc3cccc(F)c3)C2)CC1 (configuration not stated)	5	24	15	0	i	0.9	4	-0.3	-0.5	-2
44	CCCCC(=O)Nc1ccc(C(=O)NCc2ccncc2)cc1	-12	-9	22	8	0.4	1.2	4	-1.4	-0.9	4
45	C=CCc1ccccc1OCC(O)CN1CCN(CCN2C(=O)c3cccc4cccc(c34)C2=O)CC1 (configuration not stated)	32	10	16	2	-0.2	0.9	2	-0.3	-1.2	0
46	CC1(C)CC(=O)c2sc(NS(=O)(=O)c3cc(Cl)ccc3Cl)nc2C1	-20	12	15	-4	-0.1	-1.5	2	-2.2	0.9	-12
47	O=C(OCC(=O)C12CC3CC(CC(C3)C1)C2)c1cccnc1	-13	19	-2	4	-0.2	0.1	9	-0.8	0.3	-2
48	Cc1ccc(Cn2ccc(NC(=O)c3noc4c3CCCCC4)n2)cc1	-17	-4	1	21	i	.	5	-0.1	-1.1	-2
49	COc1ccc(C(=O)Nc2ccc(N3CCN(C(=O)C(C)C)CC3)cc2)cc1[N+](=O)[O-]	3	12	1	2	-0.2	.	2	-0.3	-2.2	0
50	COc1cc(C2/C(=C(\O)c3ccc4c(c3)CC(C)O4)C(=O)C(=O)N2CCN2CCOCC2)cc(OC)c1OC (configuration not stated)	.	24	18	-3	i	1.7	-2	0.0	0.1	2
51	COC(=O)c1c(C)oc2ccc(N(C(=O)c3ccncc3)S(=O)(=O)c3ccc(C)cc3)cc12	-7	0	.	17	i	.	-1	0.5	2.0	-7
52	COC(=O)C1=C(C)N(Cc2ccco2)C(=O)N[C@@H]1c1ccco1	1	.	-2	6	i	0.9	.	-0.1	2.0	-14
53	CCOC(=O)c1sc(NC(=O)c2cc(-c3ccccc3)nc3ccccc23)c(C#N)c1C	5	35	1	-5	0.8	.	-4	1.7	-0.5	0
54	FC(F)(F)c1cnc(Oc2cccc3ccccc23)c(Cl)c1	-29	2	11	-6	-0.3	1.2	0	0.6	-0.5	-2
55	CCOc1ncccc1C(=O)OCC(=O)Nc1ccc(C)c(S(=O)(=O)N(C)C)c1	7	-26	-1	7	-0.4	1.0	3	-0.1	-0.6	-6
56	O=C(NC(=S)N1CCCCC1)C12CC3CC(CC(C3)C1)C2	3	37	-12	7	-1.6	.	6	-0.9	1.2	1
57	Fc1cccc(Nc2c3c(nc4ccccc24)CCC3)c1	-6	.	22	7	-0.4	1.9	-7	0.9	3.6	-8
58	CCN(C(=O)COC(=O)c1cccnc1Nc1cccc(C(F)(F)F)c1)C1CCS(=O)(=O)C1 (configuration not stated)	-71	5	5	-7	i	.	0	0.3	0.5	2
59	CC(C)Oc1ccc(C(=O)NCc2cccnc2)cc1	-11	-9	-5	3	-1.9	.	-5	-0.4	1.0	5
60	O=C(CN1CCCC1)Nc1ccc([N+](=O)[O-])cc1	-9	22	-3	-6	0.9	1.2	0	0.1	1.5	2

(further entries)
#	canonical_smiles	SSB-PriA inh	DUSP3 inh	CCHFV vOTU inh	Yp Topo-I inh	BH1578 lux ind	TcdB inh	3CLpro inhibitor	BoNT-A LC inh2	PfHsp40 yeast	Anthrax LF prot
61	Cc1ccc([C@H]2C[C@H](n3cc(-c4ccc(F)cc4)nn3)[C@@H](O)CN2C(=O)C2CCCCC2)cc1	.	.	-7	3	-0.6	0.7	.	-0.7	.	-7
62	Cc1cccc(C)c1NC(=O)CS(=O)CC(=O)NC1CCCc2ccccc21 (configuration not stated)	-5	18	-9	-4	i	.	0	0.4	-0.2	-3
63	COc1ccccc1C(=O)NC(=O)CSc1nc(C)cs1	-2	.	-5	-3	-2.5	0.6	.	3.8	-0.1	-3
64	CC1CCC2(CC1)NC(=O)N(CC(=O)NCCc1ccccc1)C2=O (configuration not stated)	0&-11	.	10	7	i	1.7	.	-0.1	-0.2	-4

Ordered by SMILES length (largest number first): some entries from above.
#	canonical_smiles	SSB-PriA inh	DUSP3 inh	CCHFV vOTU inh	Yp Topo-I inh	BH1578 lux ind	TcdB inh	3CLpro inhibitor	BoNT-A LC inh2	PfHsp40 yeast	Anthrax LF prot
61	Cc1ccc([C@H]2C[C@H](n3cc(-c4ccc(F)cc4)nn3)[C@@H](O)CN2C(=O)C2CCCCC2)cc1	.	.	-7	3	-0.6	0.7	.	-0.7	.	-7
58	CCN(C(=O)COC(=O)c1cccnc1Nc1cccc(C(F)(F)F)c1)C1CCS(=O)(=O)C1 (configuration not stated)	-71	5	5	-7	i	.	0	0.3	0.5	2
62	Cc1cccc(C)c1NC(=O)CS(=O)CC(=O)NC1CCCc2ccccc21 (configuration not stated)	-5	18	-9	-4	i	.	0	0.4	-0.2	-3
63	COc1ccccc1C(=O)NC(=O)CSc1nc(C)cs1	-2	.	-5	-3	-2.5	0.6	.	3.8	-0.1	-3
